LRH-1 inv ag = NR5A2 inverse agonism in reporter assay; O00482; HEK293T StAR-luciferase reporter, LRH-1 transfected, 24 h; inhibition, % at 3.6 µM; 360,000 compounds, 0.13% hits; AID 602396;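 active means inhibition above the mean inhibition of all tested compounds plus 3 SD, cut at about 73% in these data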;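 further: 0% = DMSO wells and 100% = reporter-only cells lacking LRH-1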
TWEAK Fn14 block = inhibitors of TWEAK-Fn14 interaction signaling. TWEAK-stimulated Fn14 reporter cells, luciferase luminescence, 8 h. inhibition, % at 10 µM. 360,000 compounds, 2% hits. AID 1159606; in the data active means inhibition above about 50%
KKLEB tox = counter-screen for CF NF-kB inhibitors: cytotoxicity; KKLEB CF airway cells viability, ATPlite luminescence, overnight; stronger effect = lower value; cells stimulated with P. aeruginosa culture filtrate; activity change (cytotoxicity), % at 5 µM; 360,000 compounds, 0.36% hits;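 active means corrected activity change at or below -50% at 5 µM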
C8 TRAIL sens = caspase-8 TRAIL sensitization; AID 624354; 360,000 compounds, 1% hits; NB7+C8 cells + TRAIL, ATPlite viability luminescence; inhibition (viability loss, TRAIL sensitization), % at 10 µM;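 active means compounds causing at least 50% loss of cell viability in the single-dose screen, relative to plate controls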
EBV LMP1 NFkB = Epstein-Barr LMP1 NF-kappaB reporter inhibition | LMP1-induced NF-kappaB luciferase reporter cells, luminescence | inhibition, % at 12.5 µM | 350,000 compounds, 0.69% hits; in the data active means inhibition above about 41%;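 further: 0% = neutral control wells and 100% = reference inhibitor control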
COUP-TFII inh = inhibitors of human COUP-TFII (NR2F2); HEK293T NGFI-A luciferase reporter, luminescence; P24468; 370,000 compounds, 0.7% hits; inhibition, % at 8.6 µM;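 active means inhibition above a per-plate cutoff, mean inhibition of test wells between control levels plus 3 SD, cut at about 38% in these data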;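 further: cells cotransfected with COUP-TFII expression vector driving the NGFI-A reporter; 0% = median of COUP-TF2 test wells and 100% = reporter-only cells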
NCOA1 inh = inhibitors of human steroid receptor coactivator 1 (SRC1). Q15788. HEK293 GAL4-SRC1 luciferase reporter, luminescence. inhibition, % at 3.6 µM. 360,000 compounds, 0.12% hits. AID 588354;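 active means inhibition above the campaign mean plus 3 SD, with each screening campaign given its own cutoff, cut at about 60% in these data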;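 further: 0% = DMSO treated cells and 100% = gossypol at 36 µM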
Target sequence (Q15788 whole entry, looked up, the tested form may be a part): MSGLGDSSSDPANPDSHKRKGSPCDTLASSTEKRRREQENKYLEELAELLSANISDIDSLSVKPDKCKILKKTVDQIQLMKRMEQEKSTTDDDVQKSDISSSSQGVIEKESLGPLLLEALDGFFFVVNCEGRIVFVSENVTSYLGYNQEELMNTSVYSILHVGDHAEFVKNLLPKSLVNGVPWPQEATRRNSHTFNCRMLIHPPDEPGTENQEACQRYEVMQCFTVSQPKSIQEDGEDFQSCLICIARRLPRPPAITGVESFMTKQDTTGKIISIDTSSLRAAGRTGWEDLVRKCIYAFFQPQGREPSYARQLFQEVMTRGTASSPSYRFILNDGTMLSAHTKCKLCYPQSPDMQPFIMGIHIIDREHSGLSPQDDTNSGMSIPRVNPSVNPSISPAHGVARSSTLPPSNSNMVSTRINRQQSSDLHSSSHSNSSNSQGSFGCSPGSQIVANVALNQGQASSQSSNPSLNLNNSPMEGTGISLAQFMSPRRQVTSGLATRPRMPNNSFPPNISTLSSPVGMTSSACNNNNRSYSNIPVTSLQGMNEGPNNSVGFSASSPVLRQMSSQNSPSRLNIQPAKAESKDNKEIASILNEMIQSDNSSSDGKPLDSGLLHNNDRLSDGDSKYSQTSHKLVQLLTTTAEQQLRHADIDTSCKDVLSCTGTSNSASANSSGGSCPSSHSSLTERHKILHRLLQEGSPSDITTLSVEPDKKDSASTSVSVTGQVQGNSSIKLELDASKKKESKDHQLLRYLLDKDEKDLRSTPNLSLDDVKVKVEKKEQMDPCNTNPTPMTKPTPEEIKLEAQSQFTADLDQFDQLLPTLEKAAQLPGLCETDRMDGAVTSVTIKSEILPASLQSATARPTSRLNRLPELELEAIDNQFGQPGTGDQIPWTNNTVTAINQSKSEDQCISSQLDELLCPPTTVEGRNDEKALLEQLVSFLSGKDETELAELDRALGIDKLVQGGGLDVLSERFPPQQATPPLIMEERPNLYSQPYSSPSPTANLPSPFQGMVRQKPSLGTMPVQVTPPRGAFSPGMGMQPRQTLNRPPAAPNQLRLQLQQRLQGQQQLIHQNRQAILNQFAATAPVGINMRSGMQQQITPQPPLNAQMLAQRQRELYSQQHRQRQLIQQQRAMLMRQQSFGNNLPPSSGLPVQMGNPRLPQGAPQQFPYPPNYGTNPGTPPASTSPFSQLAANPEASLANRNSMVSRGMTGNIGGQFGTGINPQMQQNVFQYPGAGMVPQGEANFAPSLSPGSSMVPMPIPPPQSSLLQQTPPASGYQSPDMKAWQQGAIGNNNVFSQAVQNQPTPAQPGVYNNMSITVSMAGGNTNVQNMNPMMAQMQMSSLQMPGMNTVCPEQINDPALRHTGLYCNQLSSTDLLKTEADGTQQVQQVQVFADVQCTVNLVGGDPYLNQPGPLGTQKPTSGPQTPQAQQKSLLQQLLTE
SRC2 inh = inhibits human steroid receptor coactivator 2; 370,000 compounds, 0.17% hits; inhibition, % at 9 µM; HEK293 GAL4-SRC2 luciferase reporter, luminescence;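 active means inhibition above the mean inhibition of all tested compounds plus 3 SD, set per campaign, cut at about 52% in these data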;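 further: 0% = DMSO treated cells and 100% = cells given Gossypol at 36 µM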
CF NFkB block = blocks PAF-induced NF-kB reporter in cystic fibrosis cells. KKLEB NF-kB-GFP reporter, GFP fluorescence overnight. inhibition, % at 5 µM. 360,000 compounds, 0.86% hits;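 active means at least 50% inhibition at 5 µM, scaled per plate between neutral and stimulator controls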;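 further: PAF is a Pseudomonas aeruginosa culture filtrate used as stimulus; plate controls were PAF-stimulated DMSO wells for no effect and unstimulated DMSO wells for full effect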
NCOA3 inh = inhibits human SRC3 coactivator; HEK293 GAL4-SRC3 luciferase reporter, luminescence; inhibition, % at 3.6 µM; AID 588352; 360,000 compounds, 0.17% hits;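 active means inhibition above a per-campaign cutoff, the mean of all compounds plus 3 SD, cut at about 60% in these data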;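 further: 0% = DMSO-treated cells and 100% = gossypol-treated cells at 36 µM; higher means less SRC3-driven luciferase light from the GAL4 reporter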
TROY NFkB inh = inhibitors of TROY-dependent NF-kB signaling; inhibition, % at 10 µM; Q293 LMP1-TROYcd NF-kB luciferase reporter, 4 h; 360,000 compounds, 0.98% hits;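 active means compounds whose plate-normalised and pattern-corrected inhibition of the luciferase reporter signal at the single screening dose is 50% or more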
The depositor's hits bear a star; nt = not tested or not shown.

1. CCCNC(=O)C1(C)CCCN(Cc2ccccc2F)C1 (configuration not stated)
2. O=C(CSc1nnc(-c2ccccc2)n1Cc1ccco1)NCc1ccc2c(c1)OCO2
3. CCCCC(=O)NC(c1ccc(Cl)cc1Cl)c1ccc2cccnc2c1O (configuration not stated)
4. O=C(NCc1ccncc1)c1ccc(NS(=O)(=O)c2cccc([N+](=O)[O-])c2)cc1
5. CC(C)CC(=O)Nc1ccccc1N1CCN(c2ccccc2)CC1
6. Cc1cccc(NC(=O)C2(C)CC3c4ccccc4C2c2ccccc23)c1 (configuration not stated)

| screen / no. | 1 | 2 | 3 | 4 | 5 | 6 |
| --- | --- | --- | --- | --- | --- | --- |
| C8 TRAIL sens | -12.8 | -7.3 | 8.8 | -7.0 | -4.9 | 8.6 |
| TWEAK Fn14 block | 2.9 | -16.7 | -19.6 | 8.4 | 2.4 | -8.8 |
| TROY NFkB inh | 7.3 | 7.5 | -18.3 | -7.5 | 4.8 | -1.1 |
| SRC2 inh | -9.3 | 11.4 | 40.7 | 5.3 | 9.8 | -22.1 |
| KKLEB tox | -1.4 | 1.2 | -8.1 | -3.0 | 11.0 | 6.4 |
| NCOA1 inh | -5.5 | -33.6 | 54.9 | -1.2 | 0.7 | 9.4 |
| EBV LMP1 NFkB | nt | -8.6 | 68.7* | 4.3 | 12.8 | 3.5 |
| CF NFkB block | 13.1 | 8.7 | -27.5 | 8.5 | -0.3 | -4.2 |
| LRH-1 inv ag | 4.0 | 2.4 | 68.2 | -0.1 | -5.6 | -7.3 |
| NCOA3 inh | 5.8 | 10.5 | 46.0 | -5.0 | 15.5 | 8.6 |
| COUP-TFII inh | 1.9 | 8.4 | 12.4 | 1.6 | -44.1 | 1.9 |

7. O=[N+]([O-])c1ccc(Cl)cc1C=NNc1ccccn1
8. Nc1ccccc1C(=O)Nc1cccc2ccccc12
9. CCC(C)NS(=O)(=O)c1ccc(NC(C)=O)cc1 (configuration not stated)
10. CCNC(=O)/C(=C\C=C\c1ccccc1)NC(=O)c1ccc(Br)o1
11. COC(=O)Nc1ccc(S(=O)(=O)NC2CCCCC2)cc1
12. CC1CCc2nc(NC(=O)C3CC3)sc2C1 (configuration not stated)

| screen / no. | 7 | 8 | 9 | 10 | 11 | 12 |
| --- | --- | --- | --- | --- | --- | --- |
| C8 TRAIL sens | 17.6 | -2.5 | 10.4 | -5.0 | -17.9 | 2.8 |
| TWEAK Fn14 block | 0.3 | -9.9 | -8.6 | 11.3 | -1.9 | -27.0 |
| TROY NFkB inh | -6.5 | -34.6 | -9.0 | 11.4 | -8.9 | -59.8 |
| SRC2 inh | -3.9 | -20.5 | -25.9 | 22.7 | 16.7 | -77.4 |
| KKLEB tox | 3.4 | 0.1 | 6.1 | -5.0 | 9.8 | 6.0 |
| NCOA1 inh | -19.7 | -90.0 | 2.5 | 3.5 | 2.9 | -131.7 |
| EBV LMP1 NFkB | -3.8 | -21.5 | -4.5 | -1.1 | 7.6 | 4.2 |
| CF NFkB block | -24.6 | -15.5 | -5.7 | 6.5 | -5.2 | -4.8 |
| LRH-1 inv ag | -4.2 | -60.4 | 4.2 | 9.4 | 7.1 | -95.2 |
| NCOA3 inh | 3.1 | -88.3 | 20.7 | 5.8 | 13.4 | -64.0 |
| COUP-TFII inh | 1.4 | 11.4 | -7.6 | -20.1 | -15.2 | -25.4 |

Complete entries, quoted from the list:
`Nc1ccccc1C(=O)Nc1cccc2ccccc12` across the screens: C8 TRAIL sens = -2.5; TWEAK Fn14 block = -9.9; TROY NFkB inh = -34.6; SRC2 inh = -20.5; KKLEB tox = 0.1; NCOA1 inh = -90.0; EBV LMP1 NFkB = -21.5; CF NFkB block = -15.5; LRH-1 inv ag = -60.4; NCOA3 inh = -88.3; COUP-TFII inh = 11.4
`O=[N+]([O-])c1ccc(Cl)cc1C=NNc1ccccn1` across the screens: C8 TRAIL sens = 17.6; TWEAK Fn14 block = 0.3; TROY NFkB inh = -6.5; SRC2 inh = -3.9; KKLEB tox = 3.4; NCOA1 inh = -19.7; EBV LMP1 NFkB = -3.8; CF NFkB block = -24.6; LRH-1 inv ag = -4.2; NCOA3 inh = 3.1; COUP-TFII inh = 1.4

Other results follow:
13. CCC(=O)c1ccc(OCC(=O)NNC(=O)c2cc(C)oc2C)cc1
14. CC(=O)Nc1ccc(N2CCOCC2)c([N+](=O)[O-])c1
15. CCN1C(=O)c2ccc(C(=O)O)cc2C1=O
16. CC1(c2nnc(Cc3ccccc3)o2)CC(c2ccccc2F)=NO1 (configuration not stated)
17. O=C(NCC(c1ccco1)N1CCOCC1)c1cccc(Cl)c1 (configuration not stated)
18. CCOC(=O)c1c(NC(=S)Nc2ccccc2C)sc2c1CCC2

| screen / no. | 13 | 14 | 15 | 16 | 17 | 18 |
| --- | --- | --- | --- | --- | --- | --- |
| C8 TRAIL sens | 8.3 | 6.3 | -4.1 | 2.7 | 8.7 | 0.1 |
| TWEAK Fn14 block | 22.0 | 0.9 | 1.9 | 7.5 | 21.9 | 3.3 |
| TROY NFkB inh | -3.2 | 12.9 | -5.5 | 3.9 | -1.7 | 6.2 |
| SRC2 inh | -43.2 | -12.0 | -14.2 | -7.5 | -30.1 | 15.3 |
| KKLEB tox | 16.5 | -0.6 | -23.1 | -11.7 | -9.0 | 2.5 |
| NCOA1 inh | -1.4 | 4.8 | -4.3 | -5.9 | -2.9 | -28.3 |
| EBV LMP1 NFkB | 0.3 | 4.0 | 0.9 | -11.4 | -4.3 | -1.5 |
| CF NFkB block | -22.4 | -2.8 | 5.5 | 3.4 | 20.4 | 5.8 |
| LRH-1 inv ag | -1.2 | 12.3 | 8.4 | 1.6 | -27.9 | 9.0 |
| NCOA3 inh | 10.8 | 1.4 | 7.1 | -10.9 | -21.8 | -5.1 |
| COUP-TFII inh | -22.6 | 0.6 | 8.0 | -0.7 | 4.8 | -15.9 |

Five compounds drawn at random from the list so far:
14. CC(=O)Nc1ccc(N2CCOCC2)c([N+](=O)[O-])c1
13. CCC(=O)c1ccc(OCC(=O)NNC(=O)c2cc(C)oc2C)cc1
16. CC1(c2nnc(Cc3ccccc3)o2)CC(c2ccccc2F)=NO1 (configuration not stated)
15. CCN1C(=O)c2ccc(C(=O)O)cc2C1=O
18. CCOC(=O)c1c(NC(=S)Nc2ccccc2C)sc2c1CCC2

| screen / no. | 14 | 13 | 16 | 15 | 18 |
| --- | --- | --- | --- | --- | --- |
| C8 TRAIL sens | 6.3 | 8.3 | 2.7 | -4.1 | 0.1 |
| TWEAK Fn14 block | 0.9 | 22.0 | 7.5 | 1.9 | 3.3 |
| TROY NFkB inh | 12.9 | -3.2 | 3.9 | -5.5 | 6.2 |
| SRC2 inh | -12.0 | -43.2 | -7.5 | -14.2 | 15.3 |
| KKLEB tox | -0.6 | 16.5 | -11.7 | -23.1 | 2.5 |
| NCOA1 inh | 4.8 | -1.4 | -5.9 | -4.3 | -28.3 |
| EBV LMP1 NFkB | 4.0 | 0.3 | -11.4 | 0.9 | -1.5 |
| CF NFkB block | -2.8 | -22.4 | 3.4 | 5.5 | 5.8 |
| LRH-1 inv ag | 12.3 | -1.2 | 1.6 | 8.4 | 9.0 |
| NCOA3 inh | 1.4 | 10.8 | -10.9 | 7.1 | -5.1 |
| COUP-TFII inh | 0.6 | -22.6 | -0.7 | 8.0 | -15.9 |

(further entries)
19. N#Cc1sc(C(N)=O)c(-c2ccccc2)c1-c1ccccc1
20. O=C1NC(=O)/C(=C/c2ccccc2OCc2ccccc2)S1
21. CS(=O)(=O)N1CCCCC1c1cc(C(=O)NCc2ccc(Cl)c(Cl)c2)no1 (configuration not stated)
22. CC1(C)CC(=O)C(CC(=O)Nc2cc(C(F)(F)F)ccc2Cl)C(=O)C1
23. Cn1c(N)c(C(=O)COC(=O)C2CC(O)CN2S(=O)(=O)c2ccc(Cl)cc2)c(=O)n(C)c1=O (configuration not stated)
24. CC#CCN(CC#CC)S(=O)(=O)c1ccc(-n2cnnn2)c(OC)c1

| screen / no. | 19 | 20 | 21 | 22 | 23 | 24 |
| --- | --- | --- | --- | --- | --- | --- |
| C8 TRAIL sens | -3.6 | -3.3 | -26.1 | 0.0 | -8.3 | -13.9 |
| TWEAK Fn14 block | 4.2 | -13.2 | -8.7 | -4.3 | -20.9 | -6.7 |
| TROY NFkB inh | 5.1 | 55.0* | -7.1 | -9.3 | -18.3 | -0.1 |
| SRC2 inh | -32.8 | 0.5 | -34.4 | 16.3 | -14.3 | 8.0 |
| KKLEB tox | -8.4 | -10.1 | -13.1 | -1.0 | 12.8 | -7.9 |
| NCOA1 inh | -3.1 | 9.4 | 5.7 | -0.1 | -12.2 | 9.4 |
| EBV LMP1 NFkB | -22.5 | 5.1 | nt | 0.3 | 2.2 | 2.9 |
| CF NFkB block | 10.1 | 5.1 | 13.3 | 6.5 | -29.3 | 13.7 |
| LRH-1 inv ag | 31.5 | 16.2 | 16.7 | 10.7 | 16.1 | 15.6 |
| NCOA3 inh | 12.4 | 20.3 | -26.7 | -7.4 | -6.7 | 25.7 |
| COUP-TFII inh | -1.2 | 8.1 | 12.1 | 4.9 | -2.6 | 6.7 |

Screening results deposited in PubChem BioAssay by several laboratories.
